ELG1 DNA repair: inhibitors of ELG1-dependent DNA repair in HEK293T cells; HEK293T ELG1-luciferase reporter, luminescence, 16 h; DNA damage induced by 5-fluorouridine; AID 504467; Potency, µM (top dose mostly 46.1 µM), without a hit: top-dose activity change, negative = inhibition, hits mostly inhibitors; 330,000 compounds, 2.3% hits; note: potency is the fitted concentration of half-maximal effect; % is set by controls: 0 for no effect and ±100 for the full control effect; nearly all actives have a fitted effect of over 55% in size
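Reporter activity after DNA damage by 5-fluorouridine is monitored. Compound-treated cells incubate 16 hr at 37 °C, then ONE-Glo is added for 30 min before luminescence reading.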
AT treatment: potential ataxia-telangiectasia treatments restoring KAP-1 phosphorylation; […] A-T fibroblasts, KAP-1 phosphorylation AlphaLISA; neocarzinostatin DNA damage 30 min before lysis; Potency, µM (series often up to 57.5 µM), for inactives: at the highest dose activation, actives largely listed as activators; 320,000 compounds, 0.19% hits; note: potency is the fitted concentration of half-maximal effect; % of control where 0% means no effect; nearly all actives have a fitted effect of over 45% in size
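ATM-like activity read as KAP-1 phosphorylation via AlphaLISA donor/acceptor antibody pairs after lysis and 6 hr at 25C. Cells were ATM-null patient fibroblasts ([…], hTERT), dosed 60 min, then exposed to the DSB inducer NCS for 30 min.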
TSG101-PTAP inh: blocks PTAP/TSG101 interaction to inhibit HIV-1 budding. AID 493005. 340,000 tested, under 10 active. Fluorescence polarization, FITC-PTAP peptide / Tsg101 binding. Q99816. Potency, µM (highest dose often 115 µM), inactives show at the top dose activity change, negative = inhibition, most hits filed as inhibitors; active = well fitted inhibition curve with a large enough effect in the main read-out, with a control signal flat, not every such curve was filed as active; inconclusive = small, poorly fitted or top-dose-only effect, or effect the other way, or a change in a side signal; inactive = no such curve, though single readings can be large or run the other way; note: potency is the fitted concentration of half-maximal effect; % of control where 0% means no effect
Target sequence (Q99816 whole entry, looked up): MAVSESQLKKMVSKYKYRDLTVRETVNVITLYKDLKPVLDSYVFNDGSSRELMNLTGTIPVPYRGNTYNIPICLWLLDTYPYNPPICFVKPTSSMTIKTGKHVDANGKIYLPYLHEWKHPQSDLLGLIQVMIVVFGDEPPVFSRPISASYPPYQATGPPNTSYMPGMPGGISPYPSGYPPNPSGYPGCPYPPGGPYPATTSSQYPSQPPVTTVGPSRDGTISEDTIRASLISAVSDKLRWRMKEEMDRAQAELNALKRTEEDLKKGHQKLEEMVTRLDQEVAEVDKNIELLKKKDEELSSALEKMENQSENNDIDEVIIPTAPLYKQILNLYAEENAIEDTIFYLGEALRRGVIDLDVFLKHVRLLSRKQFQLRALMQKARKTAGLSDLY
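Tsg101 binding domain (10 uM final) was mixed with compound and a FITC-labeled PTAP peptide (50 nM final) in HEPES pH 7.5 buffer with NaCl, Tween 20, EDTA and TCEP; fluorescence polarization was read after 20 min at r.t.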
Tb PFK inh: T. brucei PFK enzyme inhibition; T. brucei PFK, ADP-Glo luminescence; O15648; 330,000 compounds, 0.17% hits; Potency, µM (highest dose often 57.5 µM), inactives show at the top dose activity, negative = inhibition, most hits filed as inhibitors;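 note: potency is the fitted concentration of half-maximal effect; 0% = uninhibited 1x PFK enzyme wells and -100% = no-enzyme wells; nearly all actives have a fitted effect of over 60% in size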
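Compounds were pin-transferred as a titration series up to 57 uM into substrate buffer (0.5 mM F6P, 0.1 mM ATP, pH 8.0), then 1.25 nM PFK was added and reactions ran 45 min before ADP-Glo detection.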
Eya2 phos inh: blocks the phosphatase activity of human Eya2. 330,000 compounds, 0.006% hits. Potency, µM (doses to about 76.9 µM), for inactives: top-dose activity, negative = inhibition, most hits filed as inhibitors. O00167. recombinant Eya2, OMFP fluorescence dephosphorylation (OMFP is methylfluorescein phosphate); note: potency is the fitted concentration of half-maximal effect; % is set by controls: 0 for no effect and ±100 for the full control effect
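Eya2 protein (added as 0.2 uM solution) was preincubated with compound for 10 min at ambient temperature in 50 mM HEPES pH 7.5, 50 mM NaCl, 5 uM MgCl2, 0.05% BSA, 1 mM DTT. OMFP (added at 50 uM) then reacted 10 min; fluorescence read at 485/525 nm.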
Mito fusion yeast: blocks mitochondrial division or promotes mitochondrial fusion | AID 485298 | Potency, µM (titrated, usually from 46.1 µM), for inactives: at the highest dose growth rescue (activation), usual class: activators | S. cerevisiae fusion-defective mutant growth rescue, CellTiterGlo 48 h | 320,000 compounds, 0.23% hits;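 note: potency is the fitted concentration of half-maximal effect; % of control where 0% means no effect; nearly all actives have a fitted effect of over 45% in size; temperature-sensitive fusion mutants such as fzo1-1 at 37 °C on non-fermentable ethanol glycerol medium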
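Compounds are tested for their ability to restore growth of mitochondrial fusion-defective yeast strains at non-permissive 37C in YPEG medium over 48 hours. Viability is quantified by luciferase luminescence.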
TCR act: activates T cell receptor signaling | AID 504894 | primary human leukocytes, anti-CD3, IL-2 HTRF, 48 h | Potency, µM (titrated, usually from 9.22 µM), for inactives: at the highest dose activation of IL-2 secretion, usual class: activators | 330,000 tested, under 10 active; note: % of control where 0% means no effect
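IL-2 release read by HTRF sandwich (Eu cryptate donor, d2 acceptor, 665 nm emission) after 48 hr exposure of primary human leukocytes to compound together with anti-CD3 beads in the absence of co-stimulatory signals.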
Integrin act MD: integrin-mediated muscular dystrophy alleviation activation; AID 624291; 350,000 compounds, 0.064% hits; alpha7betagal myoblasts, beta-gal FDG fluorescence, 48 h; Potency, µM (series often up to 38.3 µM), inactives show at the highest dose activation, hits mostly activators;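 note: potency is the fitted concentration of half-maximal effect; 100% = response of the positive control SU9516; nearly all actives have a fitted effect of over 60% in size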
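Alpha7betagal+/- myoblasts (passage 13) were plated 16-24 hr, then exposed to compounds (1:260 dilution of DMSO stock) for 48 hours at 37C. After MPER lysis, β-galactosidase reporter activity was read as FDG fluorescence (ex 480/em 540) after 30 minutes.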
TSHR antagonist: antagonists of human thyroid stimulating hormone receptor | P16473 | TSHR-expressing cells, TSH-stimulated cAMP HTRF, 2 h; active compounds read low | activity change, negative = inhibition, % at 11.5 µM | 330,000 compounds, 0.2% hits | AID 504810;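 active = activity change below a set negative limit, meaning inhibition stronger than a set level, cut at about -70% in these data; inconclusive = activity change between two set negative limits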; note: % is set by controls: 0 for no effect and ±100 for the full control effect
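Cell-based HTRF cAMP assay; TSHR cells + compound, TSH EC80 (4nM final), 2 h, 37 deg C. Lysis with anti-cAMP cryptate and cAMP-d2, 30 min RT, read 665/620 nm.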
BCR signal inh: blocks chronic active B-cell receptor signaling. Potency, µM (top dose mostly 46.1 µM), for inactives: at the highest dose ratio change, negative = lower green/red ratio, usual class: inhibitors. AID 493014. ABC-DLBCL IkBa-CBG/CBR reporter, luminescence ratio, 4 h. 340,000 compounds, 0.05% hits; active = well fitted inhibition curve with a large enough effect in the signal ratio, with a control signal flat, not every such curve was filed as active; inconclusive = small, poorly fitted or top-dose-only effect, or effect the other way, or a change in a side signal; the % refers to the signal ratio;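 note: potency is the fitted concentration of half-maximal effect; plate controls were basal doxycycline-induced cells for no effect and cells given 10 µM MG132 for full effect; MG132 reads +100%, hits lower the ratio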
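Compounds up to 46 uM were incubated four hours with TMD8 cells whose green CBG68 luciferase is fused to IkappaBalpha; red CBR luminescence normalised the signal, and concentration-effect curves were fitted to fusion, red and ratio data.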
ASM inhibitor: blocks human secretory acid sphingomyelinase. P17405. placental ASM, HMU-PC fluorogenic substrate, 60 min. Potency, µM (top dose mostly 57.5 µM), for inactives: at the highest dose activity change, negative = inhibition, hits mostly inhibitors. 340,000 compounds, 0.006% hits. AID 504937; note: potency is the fitted concentration of half-maximal effect
Target sequence (P17405 47-631 limits assumed): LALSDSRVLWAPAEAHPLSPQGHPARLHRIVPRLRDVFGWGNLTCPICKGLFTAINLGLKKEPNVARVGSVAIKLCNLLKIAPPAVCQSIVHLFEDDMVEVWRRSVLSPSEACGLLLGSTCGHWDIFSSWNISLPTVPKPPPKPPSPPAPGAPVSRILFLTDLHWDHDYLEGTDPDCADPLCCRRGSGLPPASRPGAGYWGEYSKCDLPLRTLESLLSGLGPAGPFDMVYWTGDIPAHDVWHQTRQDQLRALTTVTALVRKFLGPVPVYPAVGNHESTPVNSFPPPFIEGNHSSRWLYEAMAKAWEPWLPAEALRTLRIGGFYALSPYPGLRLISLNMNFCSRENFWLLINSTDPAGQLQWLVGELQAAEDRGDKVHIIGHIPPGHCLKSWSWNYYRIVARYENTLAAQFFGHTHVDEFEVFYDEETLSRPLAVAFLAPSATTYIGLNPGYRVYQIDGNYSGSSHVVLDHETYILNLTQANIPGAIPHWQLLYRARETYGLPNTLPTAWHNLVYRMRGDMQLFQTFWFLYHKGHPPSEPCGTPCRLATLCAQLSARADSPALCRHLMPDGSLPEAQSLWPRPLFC
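qHTS format. ASM enzyme prepared from human placenta hydrolyses the fluorogenic substrate HMU-PC0 (9 uM final) over 60 min at 37 °C after a 10 min compound preincubation.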
Numbers without * were called inactive; ? = inconclusive; nt = not tested or not shown; [ ] = dose if it differs, or a comment. Unless noted, calls come from the whole dose curve; as a rule, active = well fitted curve in the direction sought with a large enough effect; inconclusive = small, poorly fitted or top-dose-only effect, or another doubt; inactive = no such curve, though single readings can be large; an effect the other way counts as inactive or inconclusive.

(1) O=C(O)Cc1ccc(NC(=O)c2cnccn2)cc1
(2) COc1cc(-c2nnc(COc3ccc(Cl)cc3C)o2)cc(OC)c1OC
(3) CCOc1ccc(S(=O)(=O)N(CC)CC)cc1NS(=O)(=O)c1ccc(F)c(F)c1F
(4) CCN(C(=O)c1cc(Cl)ccc1OC)c1ccccc1
(5) CCN(CC)S(=O)(=O)c1ccc(Cl)c(C(=O)NCCN2CCOCC2)c1
(6) CC(C)c1c(C(=O)N/N=C/c2ccc3c(c2)OCO3)nnn1-c1nonc1N
compound no.	1	2	3	4	5	6
ELG1 DNA repair	11%	?	-6%	-1%	12%	-13%
AT treatment	-3%	-2%	5%	7%	-10%	-1%
TSG101-PTAP inh	-4%	0%	0%	-9%	-5%	0%
Tb PFK inh	-2%	5%	0%	2%	-1%	0%
Eya2 phos inh	-2%	16%	-2%	-3%	7%	-5%
Mito fusion yeast	-4%	-4%	14%	1%	7%	15%
TCR act	-2%	-1%	0%	2%	5%	-5%
Integrin act MD	1%	10%	31%	1%	-17%	-7%
TSHR antagonist	10	4	6	1	7	-8
BCR signal inh	1%	?	-6%	0%	-1%	2%
ASM inhibitor	1%	-17%	-2%	-1%	2%	-8%

(7) CCCCCC(=O)NNC(=O)c1c(O)c2ccccc2n(CC)c1=O
(8) NC(=O)NC(CC(=O)N1CCc2ccccc2C1)c1ccc(Cl)cc1 (stereo not drawn)
(9) Cc1cc(C)nc(N2CCCC(C(=O)NCC(c3ccccc3)c3ccccc3)C2)n1 (stereo not drawn)
(10) CC1=Nn2c(nnc2-c2ccccc2)SC1
(11) O=C1N=c2ccccc2=C1c1sc(=S)n(-c2ccc(O)cc2)c1O
(12) O=C(CCSc1nnc(-c2ccc(O)cc2)o1)N1CCOCC1
compound no.	7	8	9	10	11	12
ELG1 DNA repair	5%	3%	23µM*	9%	3%	-8%
AT treatment	10%	16%	nt	-7%	-6%	-1%
TSG101-PTAP inh	-7%	-7%	-2%	-1%	-7%	0%
Tb PFK inh	-5%	0%	-4%	-12%	0%	7%
Eya2 phos inh	-9%	6%	1%	12%	-3%	-2%
Mito fusion yeast	6%	9%	4%	-1%	-4%	2%
TCR act	4%	2%	-4%[46.1 µM]	-2%	-2%	-11%
Integrin act MD	1%	-3%	27%	11%	2%	-3%
TSHR antagonist	-18	-10	1	9	-5	-8
BCR signal inh	-7%	0%	-10%	2%	?	?
ASM inhibitor	-4%	1%	3%	2%	-3%	0%

(13) Cn1nnnc1Sc1ncnc2scc(-c3ccc(Cl)cc3)c12
(14) Cc1cc(=S)cc(C)n1CCCn1ccnc1
(15) S=C(Nc1ccc2nsnc2c1)N1CCCCC1
(16) COc1ccc(CNC(=O)CN2C(=O)COc3ccc(S(=O)(=O)NC4CCCC4)cc32)cc1
(17) O=c1c(Cl)c(NCC2CCCO2)cnn1C12CC3CC(CC(C3)C1)C2 (stereo not drawn)
(18) N#Cc1ccsc1NC(=O)C1=COCCO1
compound no.	13	14	15	16	17	18
ELG1 DNA repair	16µM*	0%	3%	-4%	10%	16%
AT treatment	15%	-2%	0%	6%	1%	-11%
TSG101-PTAP inh	nt	-1%	-2%	-5%	-13%	-5%
Tb PFK inh	-2%	-1%	-10%	-8%	-3%	1%
Eya2 phos inh	3%	-9%	4%	11%	7%	-1%
Mito fusion yeast	3%	-1%	-3%	-17%	-15%	0%
TCR act	-5%	-1%	?	-1%	0%	-3%
Integrin act MD	nt	-17%	-12%	?	-23%	-9%
TSHR antagonist	1	2	1	5	-2	3
BCR signal inh	?	7%	-3%	6%	?	3%
ASM inhibitor	1%	-1%	7%	-2%	3%	2%

(19) CC(=O)Nc1ccc(NC(=O)C(C)OC(=O)CCCc2c[nH]c3ccccc23)cc1 (stereo not drawn)
(20) Cc1ccc(NC(=O)CC(C)CC2=NS(=O)(=O)c3ccccc3N2)cc1 (stereo not drawn)
(21) CC1CC(c2ccccc2)n2nc(N3C(=O)c4ccccc4C3=O)nc2N1 (stereo not drawn)
(22) O=C(COC(=O)c1ccc2c(c1)OCO2)NC1CCS(=O)(=O)C1 (stereo not drawn)
(23) CC(=O)Nc1cccc(OCC(=O)NS(=O)(=O)c2ccc(C)cc2)c1
(24) Cn1c(N)c(C(=O)COC(=O)C2CCCCC2)c(=O)n(C)c1=O
compound no.	19	20	21	22	23	24
ELG1 DNA repair	13%	-5%	-3%	4%	10%	11%
AT treatment	4%	2%	-1%	14%	2%	nt
TSG101-PTAP inh	1%	-3%	-3%	-1%	-7%	nt
Tb PFK inh	-2%	-1%	1%	2%	16%	3%
Eya2 phos inh	7%	-8%	-2%	5%[15.4 µM]	2%	16%
Mito fusion yeast	-4%	0%	-3%	4%	-1%	-3%
TCR act	3%	3%	-3%	3%	-2%	nt
Integrin act MD	19%	25%	-27%	9%	-5%	14%
TSHR antagonist	15	20	-4	-1	5	21
BCR signal inh	?	16%	5%	1%	2%	?
ASM inhibitor	-4%	-7%	-1%	23%	1%	-1%

(25) Cc1ccc(-c2n[nH]c(=S)n2/N=C/c2c(C)nn(-c3ccccc3)c2C)cc1
(26) CCn1c(SCC(=O)Nc2nccs2)nnc1-c1cc2cccc(OC)c2o1
(27) O=C(COC(=O)c1cccc(S(=O)(=O)N2CCCCC2)c1)NC1CCCc2ccccc21 (stereo not drawn)
(28) COc1ccccc1-n1c(CCn2nc(C)c(Br)c2C)n[nH]c1=S
(29) O=C(CCN1C(=O)C2C3C=CC(C4CC34)C2C1=O)Nc1ccc(Cl)cc1O (stereo not drawn)
(30) COc1ccc(-c2n[nH]c(=S)n2-c2ccc(Br)cc2)cc1OC
compound no.	25	26	27	28	29	30
ELG1 DNA repair	-22%	-2%	0%	-1%	-15%	-10%
AT treatment	-3%	6%	-1%	-9%	5%	13%
TSG101-PTAP inh	1%	-1%	-2%	0%	0%	0%
Tb PFK inh	-2%	0%	-1%	5%	0%	-11%
Eya2 phos inh	-12%	1%[15.4 µM]	-3%	0%	-9%	7%
Mito fusion yeast	3%	2%	-5%	1%	-1%	-2%
TCR act	-2%[46.1 µM]	-1%	-2%[46.1 µM]	-2%[46.1 µM]	-1%	0%
Integrin act MD	-23%	-11%	7%	-20%	0%	-9%
TSHR antagonist	14	-11	4	12	-15	-12
BCR signal inh	?	2%	4%	?	-11%	-3%
ASM inhibitor	0%	4%	-1%	2%	-1%	-2%

(31) COc1ccc(Cc2nnc(NC(=O)c3cccc([N+](=O)[O-])c3)s2)cc1
(32) COc1ccccc1N1CCN(C(=O)C2CCN(S(=O)(=O)c3ccc(Cl)cc3)CC2)CC1
(33) CCOc1cccc2cc(C(=O)N3CC(C)OC(C)C3)c(=O)oc12 (stereo not drawn)
(34) Cc1ccc(NC(=O)Cc2c(O)c3ccccc3[nH]c2=O)c(C)c1
compound no.	31	32	33	34
ELG1 DNA repair	2%	-20%	-7%	1%
AT treatment	-2%	-2%	2%	-8%
TSG101-PTAP inh	1%	-1%	-7%	-6%
Tb PFK inh	0%	0%	0%	5%
Eya2 phos inh	-12%	-22%	?	-3%
Mito fusion yeast	2%	-1%	-3%	0%
TCR act	1%[46.1 µM]	3%	3%	-1%
Integrin act MD	8%	1%	5%	17%
TSHR antagonist	13	-9	0	-1
BCR signal inh	12%	?	-1%	10%
ASM inhibitor	4%	1%	2%	0%

By substructure, the compounds so far with an aryl thioether with sulfur outside any ring (3)
(12) O=C(CCSc1nnc(-c2ccc(O)cc2)o1)N1CCOCC1
(13) Cn1nnnc1Sc1ncnc2scc(-c3ccc(Cl)cc3)c12
(26) CCn1c(SCC(=O)Nc2nccs2)nnc1-c1cc2cccc(OC)c2o1
compound no.	12	13	26
ELG1 DNA repair	-8%	16µM*	-2%
AT treatment	-1%	15%	6%
TSG101-PTAP inh	0%	nt	-1%
Tb PFK inh	7%	-2%	0%
Eya2 phos inh	-2%	3%	1%[15.4 µM]
Mito fusion yeast	2%	3%	2%
TCR act	-11%	-5%	-1%
Integrin act MD	-3%	nt	-11%
TSHR antagonist	-8	1	-11
BCR signal inh	?	?	2%
ASM inhibitor	0%	1%	4%

High-throughput results (PubChem)
